USP8 inh = human USP8 deubiquitinase inhibition | AID 1645853 | inhibition, % at 20 µM | hit rate 4.2% among 47,000 | P40818 | purified USP8, Ub-rhodamine cleavage fluorescence, 30 min
USP30 block = inhibitors of human USP30 deubiquitinase; Q70CQ3; purified USP30, Ub-rhodamine cleavage fluorescence; inhibition, % at 25 µM; hit rate 5.3% among 47,000
USP17 block = inhibitors of human USP17 deubiquitinase. purified USP17, Ub-rhodamine cleavage fluorescence, 3 h. inhibition, % at 50 µM. hit rate 6.5% among 47,000
UCHL1 block = human UCHL1 deubiquitinase inhibition. AID 1645859. purified UCHL1, Ub-rhodamine cleavage fluorescence. hit rate 0.2% among 47,000. inhibition, % at 20 µM. P09936
OTUD3 block = inhibitors of human OTUD3 deubiquitinase; Q5T2D3; purified OTUD3, Ub-rhodamine fluorescence, 2 h; inhibition, % at 25 µM; hit rate 0.7% among 47,000; AID 1645858
USP28 block = inhibitors of human USP28 deubiquitinase; inhibition, % at 25 µM; AID 1645857; hit rate 3% among 47,000; purified USP28, Ub-rhodamine cleavage fluorescence, 30 min
Target sequence (Q96RU2 whole entry, looked up): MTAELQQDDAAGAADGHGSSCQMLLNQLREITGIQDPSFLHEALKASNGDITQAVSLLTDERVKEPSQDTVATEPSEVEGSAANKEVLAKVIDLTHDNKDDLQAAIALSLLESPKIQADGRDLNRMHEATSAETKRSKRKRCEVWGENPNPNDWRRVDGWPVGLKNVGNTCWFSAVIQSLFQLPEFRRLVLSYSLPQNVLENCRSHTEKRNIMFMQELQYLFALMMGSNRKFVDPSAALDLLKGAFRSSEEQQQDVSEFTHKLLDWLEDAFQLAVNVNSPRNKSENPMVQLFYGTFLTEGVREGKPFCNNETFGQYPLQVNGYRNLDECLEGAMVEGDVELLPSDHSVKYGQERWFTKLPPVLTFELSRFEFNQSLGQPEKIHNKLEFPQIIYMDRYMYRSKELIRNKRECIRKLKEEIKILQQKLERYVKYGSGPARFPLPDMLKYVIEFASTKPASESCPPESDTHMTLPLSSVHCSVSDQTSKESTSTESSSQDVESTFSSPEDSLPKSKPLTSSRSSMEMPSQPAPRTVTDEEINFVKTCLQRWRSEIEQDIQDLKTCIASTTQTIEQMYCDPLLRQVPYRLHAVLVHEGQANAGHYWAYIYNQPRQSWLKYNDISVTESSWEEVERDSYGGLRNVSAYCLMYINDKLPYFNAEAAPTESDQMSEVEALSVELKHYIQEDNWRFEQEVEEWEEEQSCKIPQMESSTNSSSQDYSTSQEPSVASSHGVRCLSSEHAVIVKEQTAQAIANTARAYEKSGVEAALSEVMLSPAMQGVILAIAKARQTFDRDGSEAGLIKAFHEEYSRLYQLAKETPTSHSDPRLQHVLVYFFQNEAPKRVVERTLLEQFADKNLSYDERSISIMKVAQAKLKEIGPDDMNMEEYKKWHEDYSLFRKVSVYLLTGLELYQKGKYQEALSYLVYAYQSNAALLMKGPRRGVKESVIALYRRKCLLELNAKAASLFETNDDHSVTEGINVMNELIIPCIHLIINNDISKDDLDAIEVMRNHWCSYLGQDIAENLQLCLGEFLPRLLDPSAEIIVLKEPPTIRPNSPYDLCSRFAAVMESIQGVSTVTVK
USP10 block = inhibitors of human USP10 deubiquitinase. purified USP10, Ub-rhodamine fluorescence, 60 min. inhibition, % at 20 µM. hit rate 1.1% among 47,000. AID 1645856
USP7 inh = human USP7 deubiquitinase inhibition; Q93009; purified USP7, Ub-rhodamine cleavage fluorescence; inhibition, % at 20 µM; hit rate 0.3% among 47,000; AID 1645854
The depositor's hits bear a star. Cut-off read from the data, not from the text of the source: active = inhibition above about 30%; inactive = the rest.

Cc1ccc(-c2c(NC(=O)c3ccco3)n(C)c3ccccc3c2=O)cc1 was read as USP8 inh 17, USP30 block 22, USP17 block 7, UCHL1 block 4, OTUD3 block 4, USP28 block 11, USP10 block 1 and USP7 inh 5.
For N#Cc1ccccc1NC(=O)CN1CCCc2ccccc21 the results were USP8 inh -50, USP30 block -373, USP17 block -79, UCHL1 block -21, OTUD3 block -78, USP28 block -89, USP10 block -8 and USP7 inh -17.
Screening CCOc1cccc2c1OC(C)(C)[C@H]1CC3(CCN(C(=O)c4ccc(NC(C)=O)nc4)CC3)CO[C@H]21 returned USP8 inh 1, USP30 block 2, USP17 block 0, UCHL1 block -2, OTUD3 block -3, USP28 block -1, USP10 block -1 and USP7 inh 0.
Cc1cccc(NC(=O)Cc2nc(C)c(C(=O)NC3CC3)s2)c1C was read as USP8 inh 0, USP30 block -3, USP17 block 0, UCHL1 block -2, OTUD3 block 0, USP28 block -1, USP10 block -1 and USP7 inh 0.
Screening COC(=O)CC(C(=O)OC)P(=O)(O)CN1CCCCC1 (stereo unspecified) returned USP8 inh -4, USP30 block 5, USP17 block 5, UCHL1 block 0, OTUD3 block 0, USP28 block -1, USP10 block 0 and USP7 inh 2.
`Cc1cccc(C)c1NC(=O)Cn1cc(-c2ccccc2)c2ncn(C3CC3)c(=O)c21` gave USP8 inh -32, USP30 block -186, USP17 block -32, UCHL1 block -25, OTUD3 block -22, USP28 block -9, USP10 block -3 and USP7 inh -18.
For O=C1CCN(C(=O)c2ccccc2F)c2ccccc2N1 the results were USP8 inh 13, USP30 block 3, USP17 block 5, UCHL1 block 1, OTUD3 block 8, USP28 block 0, USP10 block -2 and USP7 inh 5.
`COc1ccc(NC(=O)c2cn[nH]c2-c2cccc([N+](=O)[O-])c2)cc1` gave USP8 inh -125, USP30 block -16, USP17 block 4, UCHL1 block -4, OTUD3 block -5, USP28 block -3, USP10 block 0 and USP7 inh -2.
For Cc1ccccc1-c1nnc2n1C1(CCCC1)Cc1ccccc1-2 the results were USP8 inh 14, USP30 block 16, USP17 block 7, UCHL1 block 2, OTUD3 block 8, USP28 block 13, USP10 block 3 and USP7 inh 14.
O=C(/C=C/c1ccc(-c2ccc(Br)cc2)o1)Nc1cccc(C(F)(F)F)c1 was read as USP8 inh 11, USP30 block -44, USP17 block -5, UCHL1 block 2, OTUD3 block -3, USP28 block -5, USP10 block 4 and USP7 inh 7.
Screening COc1ccc(S(=O)(=O)N2C[C@H]3CN(C(C)C)CC[C@H]32)cc1 returned USP8 inh 3, USP30 block -187, USP17 block -36, UCHL1 block -4, OTUD3 block -29, USP28 block -44, USP10 block -6 and USP7 inh -8.
O=C(Nc1ccc(Cl)cc1F)c1cnc(-c2ccccc2)nc1-c1ccncc1 was read as USP8 inh -38, USP30 block -172, USP17 block -101, UCHL1 block -28, OTUD3 block -82, USP28 block -237, USP10 block -3 and USP7 inh -19.
For COc1ccc(-c2cc3n(c2)CCc2cc4c(cc2-3)OCCCO4)cc1 the results were USP8 inh -35, USP30 block inactive, USP17 block -130, UCHL1 block -26, OTUD3 block -153, USP28 block -171, USP10 block -4 and USP7 inh -33.
Cc1nc(CO[C@H]2CN(C(=O)c3ccoc3C)[C@@H]3COC[C@H]23)cs1 was read as USP8 inh -53, USP30 block -87, USP17 block -33, UCHL1 block -4, OTUD3 block -16, USP28 block -26, USP10 block -3 and USP7 inh -6.
O=c1[nH]c(C2CCN(S(=O)(=O)c3ccc(S(=O)(=O)NC4CCCCC4)cc3)CC2)nc2c1nnn2Cc1c(F)cccc1Cl was read as USP8 inh 24, USP30 block 59*, USP17 block 17, UCHL1 block 6, OTUD3 block 15, USP28 block 55*, USP10 block 45* and USP7 inh 15.
COCCCNC(=O)N1CCN(Cc2nc3cccnc3n2-c2ccccc2)CC1 was read as USP8 inh 2, USP30 block -12, USP17 block 0, UCHL1 block -2, OTUD3 block 0, USP28 block -5, USP10 block -2 and USP7 inh 4.
For NCC(=O)N1CCc2nc3ccccc3n2C(Cc2ccccc2)C1 (stereo unspecified) the results were USP8 inh -230, USP30 block 5, USP17 block -24, UCHL1 block 0, OTUD3 block 9, USP28 block 4, USP10 block 0 and USP7 inh 0.
For CCC1(C)Cc2c(sc3nc(SC(C)C)nc(NCCOC)c23)CO1 (stereo unspecified) the results were USP8 inh 0, USP17 block -9, UCHL1 block 0, OTUD3 block -6, USP10 block 0 and USP7 inh -3.
CCOc1ccc(N2CC(C)Cn3c2nc2c3c(=O)n(CCN3CCCCC3)c(=O)n2C)cc1 (stereo unspecified) was read as USP8 inh 5, USP30 block 16, USP17 block 9, UCHL1 block 0, OTUD3 block 6, USP28 block 7, USP10 block 0 and USP7 inh 3.
`CCc1noc(-c2c(C)cc(C)n2CC(=O)Nc2ccccc2CC)n1` gave USP8 inh 0, USP30 block 6, USP17 block 29, UCHL1 block 4, OTUD3 block 5, USP28 block 8, USP10 block 0 and USP7 inh -2.

A draw from above in order of molecular weight, high to low.
Screening CCOc1cccc2c1OC(C)(C)[C@H]1CC3(CCN(C(=O)c4ccc(NC(C)=O)nc4)CC3)CO[C@H]21 returned USP8 inh 1, USP30 block 2, USP17 block 0, UCHL1 block -2, OTUD3 block -3, USP28 block -1, USP10 block -1 and USP7 inh 0.
CCOc1ccc(N2CC(C)Cn3c2nc2c3c(=O)n(CCN3CCCCC3)c(=O)n2C)cc1 (stereo unspecified) was read as USP8 inh 5, USP30 block 16, USP17 block 9, UCHL1 block 0, OTUD3 block 6, USP28 block 7, USP10 block 0 and USP7 inh 3.
O=C(/C=C/c1ccc(-c2ccc(Br)cc2)o1)Nc1cccc(C(F)(F)F)c1 was read as USP8 inh 11, USP30 block -44, USP17 block -5, UCHL1 block 2, OTUD3 block -3, USP28 block -5, USP10 block 4 and USP7 inh 7.
O=C(Nc1ccc(Cl)cc1F)c1cnc(-c2ccccc2)nc1-c1ccncc1 was read as USP8 inh -38, USP30 block -172, USP17 block -101, UCHL1 block -28, OTUD3 block -82, USP28 block -237, USP10 block -3 and USP7 inh -19.
For CCC1(C)Cc2c(sc3nc(SC(C)C)nc(NCCOC)c23)CO1 (stereo unspecified) the results were USP8 inh 0, USP17 block -9, UCHL1 block 0, OTUD3 block -6, USP10 block 0 and USP7 inh -3.
`CCc1noc(-c2c(C)cc(C)n2CC(=O)Nc2ccccc2CC)n1` gave USP8 inh 0, USP30 block 6, USP17 block 29, UCHL1 block 4, OTUD3 block 5, USP28 block 8, USP10 block 0 and USP7 inh -2.
Cc1nc(CO[C@H]2CN(C(=O)c3ccoc3C)[C@@H]3COC[C@H]23)cs1 was read as USP8 inh -53, USP30 block -87, USP17 block -33, UCHL1 block -4, OTUD3 block -16, USP28 block -26, USP10 block -3 and USP7 inh -6.
For COc1ccc(-c2cc3n(c2)CCc2cc4c(cc2-3)OCCCO4)cc1 the results were USP8 inh -35, USP30 block inactive, USP17 block -130, UCHL1 block -26, OTUD3 block -153, USP28 block -171, USP10 block -4 and USP7 inh -33.
For Cc1ccccc1-c1nnc2n1C1(CCCC1)Cc1ccccc1-2 the results were USP8 inh 14, USP30 block 16, USP17 block 7, UCHL1 block 2, OTUD3 block 8, USP28 block 13, USP10 block 3 and USP7 inh 14.
For N#Cc1ccccc1NC(=O)CN1CCCc2ccccc21 the results were USP8 inh -50, USP30 block -373, USP17 block -79, UCHL1 block -21, OTUD3 block -78, USP28 block -89, USP10 block -8 and USP7 inh -17.

Further entries
For Cn1nc(-c2ccccc2)c2c1C[C@@H]1CN(C(=O)c3ccncc3)C[C@H]21 the results were USP8 inh 3, USP30 block 8, USP17 block -11, UCHL1 block -1, OTUD3 block -4, USP28 block -6, USP10 block 0 and USP7 inh 1.
Cn1cc(C(=O)N2CC[C@@H]3[C@@H]2CCN3Cc2ccco2)cn1 was read as USP8 inh -110, USP30 block -16, USP17 block -31, UCHL1 block 0, OTUD3 block -7, USP28 block -11, USP10 block 0 and USP7 inh 1.
CCOC(=O)C1CCN(S(=O)(=O)c2ccc3c4c(cccc24)C(=O)N3)CC1 was read as USP8 inh -3, USP30 block -87, USP17 block 17, UCHL1 block 2, OTUD3 block -7, USP28 block -3 and USP10 block 13.
`Cc1cc2n(n1)[C@@H](C(F)F)C[C@@H](C1CCN(C(=O)Cc3sc(C)nc3C)CC1)N2` gave USP8 inh -192, USP30 block 5, USP17 block -23, UCHL1 block -1, OTUD3 block -6, USP28 block -5, USP10 block 2 and USP7 inh 0.
`CC(=O)N1CCN(c2cc(-c3noc([C@@H]4CCCN4C(C)C)n3)ccn2)CC1` gave USP8 inh 10, USP30 block -52, USP17 block -29, UCHL1 block 3, OTUD3 block 0, USP28 block 0, USP10 block -6 and USP7 inh -1.
`COc1ccc(-c2nc3[nH]c(=O)cc(NC(=O)C4CCCO4)n3n2)cc1` (stereo unspecified) gave USP8 inh -10, USP30 block 0, USP17 block 1, UCHL1 block 0, OTUD3 block 6, USP28 block 1, USP10 block 0 and USP7 inh 2.
Screening CCOC(=O)c1cc2c(ccn2C)n1CC(=O)N(C1CCCCC1)C1CCCCC1 returned USP8 inh -34, USP30 block inactive, USP17 block -131, UCHL1 block -32, OTUD3 block -175, USP28 block -185, USP10 block -7 and USP7 inh -33.
For Cc1ccn2c(=O)c(NC(=O)Cc3ccc(Cl)cc3)c(C)nc2c1 the results were USP8 inh 4, USP30 block -7, USP17 block 4, UCHL1 block -4, OTUD3 block -8, USP28 block -6, USP10 block -2 and USP7 inh 0.
For C=C1CCC2[C@](C)(CCC[C@]2(C)C(=O)OC)[C@H]1CCc1ccoc1C[N+](C)(C)Cc1ccccc1 (stereo partly specified) the results were USP8 inh 31*, USP30 block 73*, USP17 block 31*, UCHL1 block 7, OTUD3 block 23, USP28 block 51*, USP10 block -2 and USP7 inh 19.
O=C(CCCC(=O)N(c1cccc(C(F)(F)F)c1)C(C(=O)NC1CCCC1)c1ccc(Cl)cc1)Nc1ccccn1 (stereo unspecified) was read as USP8 inh 13, USP30 block 28, USP17 block 15, UCHL1 block 3, OTUD3 block 22, USP28 block 11, USP10 block 1 and USP7 inh 0.
For O=C1CCOC[C@]2(CN(Cc3ccccc3N3CCCCC3)C[C@H]2c2cccnc2)N1 the results were USP8 inh -14, USP30 block -78, USP17 block -106, UCHL1 block -6, OTUD3 block -26, USP28 block -28, USP10 block -6 and USP7 inh -5.
O=C(c1ccc(Cl)cc1)c1c[nH]cc1-c1c(F)cccc1Cl was read as USP8 inh 10, USP30 block 54*, USP17 block 32*, UCHL1 block 2, OTUD3 block 6, USP28 block 19, USP10 block 6 and USP7 inh 3.
For Cc1ccc(NC(=O)C2CCN(C(=O)c3cc(-c4ccncc4)n[nH]3)CC2)cc1Cl the results were USP8 inh 17, USP30 block 63*, USP17 block 63*, UCHL1 block 4, OTUD3 block 39*, USP28 block 37*, USP10 block -2 and USP7 inh 3.
Cc1cccc(N(CC(=O)NCC2CCCO2)C(=O)CCC(=O)Nc2nccs2)c1C (stereo unspecified) was read as USP8 inh 14, USP30 block 19, USP17 block 4, UCHL1 block 2, OTUD3 block 11, USP28 block 5, USP10 block 2 and USP7 inh 2.
For CCN(c1ccccc1)S(=O)(=O)c1ccc2c(c1)OC(C)CN2C(C)=O (stereo unspecified) the results were USP8 inh 2, USP30 block 0, USP17 block -5, UCHL1 block 3, OTUD3 block 2, USP28 block 2, USP10 block -4 and USP7 inh -10.
`COc1ccc(Cl)cc1NC(=O)CSc1nc2c(cc1C#N)C(=O)CCC2` gave USP8 inh -5, USP30 block 18, USP17 block 15, UCHL1 block 2, OTUD3 block -2, USP28 block -12, USP10 block 0 and USP7 inh -1.
`Cc1cnn(CC2CCCN2Cc2nnc(C3CC3)o2)c1` (stereo unspecified) gave USP8 inh -8, USP30 block -63, USP17 block -17, UCHL1 block -3, OTUD3 block 0, USP28 block -10, USP10 block -3 and USP7 inh -4.
Screening O=C(Nc1cnn(-c2ncncc2N2CCCCC2)c1)c1cccc(F)c1 returned USP8 inh -32, USP30 block -1, USP17 block -3, UCHL1 block 2, OTUD3 block -5, USP28 block -5, USP10 block -2 and USP7 inh -8.
Cc1cccc(-c2nc(C(N)=O)c3[nH]c(=O)n(CC4CCCO4)c3n2)c1 (stereo unspecified) was read as USP8 inh -19, USP30 block -373, USP17 block -88, UCHL1 block -3, OTUD3 block -117, USP28 block -60, USP10 block -7 and USP7 inh -6.

Screening results deposited in PubChem by Dana-Farber Cancer Institute and Novartis Institutes for BioMedical Research (Cambridge, Mass).
